DRD3 agonist: agonists of human D3 dopamine receptor; max activation, %; D3R DiscoveRx beta-arrestin cells, luminescence, 90 min; hit rate 0.58% among 410,000; in the data active = max activation above about 30%; also: 0% is about no effect; mostly tested at two doses, the higher about 12 µM
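Cells at 1500/well, incubated overnight, then treated with pinned compounds (dopamine as control) for 90 min at 37 degrees C. DiscoveRx reagent added for 30 - 60 minutes at room temperature; luminescence read.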
Abeta rescue: compounds reversing amyloid beta toxicity in yeast. yeast expressing A-beta42, growth rescue, OD600, 48 h; response scale: 0% DMSO, 100% iron-clioquinol control. Potency, µM (titrated, usually from 46.1 µM), for inactives: at the top dose growth rescue, hits mostly activators. hit rate 0.063% among 410,000. AID 1347071; also: potency is read from the fitted curve at half-maximal effect; nearly all actives have a fitted effect of over 55% in size
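Yeast A-beta toxicity model in growth medium with pinned compounds, 48 h at 30 C; growth read as absorbance at 600 nm. Normalized to FeCl3/clioquinol equimolar mix (positive) and DMSO (negative).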
EPAC2 agonist: EPAC2 (human) agonism; EPAC2 activation, biochemical qHTS; response scale: 100% = 6.5 mM cAMP response; hit rate 0.079% among 360,000; Potency, µM (doses to about 154 µM), for inactives: top-dose activation, actives largely listed as activators; also: potency is read from the fitted curve at half-maximal effect; nearly all actives have a fitted effect of over 50% in size
Target sequence (Q8WZA2 whole entry, looked up): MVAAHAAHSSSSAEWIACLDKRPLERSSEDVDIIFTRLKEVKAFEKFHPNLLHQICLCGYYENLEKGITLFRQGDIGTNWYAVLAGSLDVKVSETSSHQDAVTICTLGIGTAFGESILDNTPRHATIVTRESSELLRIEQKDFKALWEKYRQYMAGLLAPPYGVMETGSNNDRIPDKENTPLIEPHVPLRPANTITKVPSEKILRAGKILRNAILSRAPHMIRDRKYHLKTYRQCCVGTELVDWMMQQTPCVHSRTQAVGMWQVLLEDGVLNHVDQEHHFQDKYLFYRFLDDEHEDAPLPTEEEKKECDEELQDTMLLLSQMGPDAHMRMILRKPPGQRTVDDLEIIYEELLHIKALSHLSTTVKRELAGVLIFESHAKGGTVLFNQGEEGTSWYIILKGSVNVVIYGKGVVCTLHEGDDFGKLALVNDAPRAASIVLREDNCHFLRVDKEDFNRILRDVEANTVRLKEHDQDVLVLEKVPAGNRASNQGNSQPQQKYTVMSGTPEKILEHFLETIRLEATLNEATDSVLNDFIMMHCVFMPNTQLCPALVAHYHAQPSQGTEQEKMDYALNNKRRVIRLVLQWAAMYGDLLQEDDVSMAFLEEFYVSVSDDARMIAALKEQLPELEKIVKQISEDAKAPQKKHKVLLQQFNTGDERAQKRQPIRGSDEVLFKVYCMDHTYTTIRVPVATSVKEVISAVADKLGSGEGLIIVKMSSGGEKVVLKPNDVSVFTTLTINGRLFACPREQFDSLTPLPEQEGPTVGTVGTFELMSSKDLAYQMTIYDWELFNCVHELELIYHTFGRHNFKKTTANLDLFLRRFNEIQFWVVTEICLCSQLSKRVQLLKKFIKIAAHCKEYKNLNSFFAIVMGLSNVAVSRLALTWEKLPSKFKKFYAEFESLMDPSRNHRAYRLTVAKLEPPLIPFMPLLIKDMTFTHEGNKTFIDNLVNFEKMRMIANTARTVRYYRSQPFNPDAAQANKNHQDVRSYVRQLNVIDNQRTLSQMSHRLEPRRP
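EPAC2 (100 nM) mixed with Rap1B loaded with BODIPY-GDP (250 nM) plus 50 uM unlabeled GDP; compounds pinned in, 5 min RT, then read every 5 min for 30 min (ex 480, em 540 nm). Normalized to cAMP control.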
TDP-43 yeast inh: TDP-43 toxicity inhibition in yeast. hit rate 1.8% among 410,000. Potency, µM (titrated, usually from 46.1 µM), inactives show at the top dose growth rescue (activation), actives largely listed as activators. TDP-43 expressing yeast growth rescue, BacTiter-Glo, 24 h; also: potency is read from the fitted curve at half-maximal effect; % of control where 0% means no effect; nearly all actives have a fitted effect of over 50% in size
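Cell-based yeast growth screen: TDP-43 expression induced in galactose, inoculum OD600=0.02 after raffinose pregrowth to mid-log. Read-out BacTiter-Glo luminescence at 24 hr, 30 deg C; inhibition of toxicity seen as signal increase.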
FUS yeast rescue: rescues growth of FUS-expressing yeast; AID 1347120; hit rate 0.24% among 390,000; Potency, µM (doses to about 76.6 µM), inactives show at the top dose growth rescue (activation), most hits filed as activators; S. cerevisiae FUS-expressing, growth rescue, OD600, 24 h;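 also: potency is read from the fitted curve at half-maximal effect; plate controls were DMSO vehicle for no effect and reference control for full effect; nearly all actives have a fitted effect of over 55% in size; some results filed as inactive show a strong effect at the top dose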
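FUS-expressing yeast, raffinose-pregrown, induced in 2% galactose minimal medium at OD 0.005; compounds in a dilution series, 24hr at 30C. Growth restoration read as absorbance at 600 nm. CP55940 positive control, DMSO negative.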
aSyn yeast inh: alpha-synuclein toxicity inhibition in yeast | Yeast expressing alpha-synuclein, growth rescue, BacTiter-Glo, 24 h | Potency, µM (highest dose often 46.1 µM), for inactives: at the highest dose growth rescue (activation), most hits filed as activators | hit rate 0.14% among 370,000 | AID 652106; also: potency is read from the fitted curve at half-maximal effect; % of control where 0% means no effect; nearly all actives have a fitted effect of over 65% in size
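Rescue of yeast growth: cells expressing toxic alpha-synuclein, induced in galactose at OD600 0.02, incubated with compound 24 h at 30 C. ATP luminescence quantified growth; inhibitors of toxicity appear as activators.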
EPAC2 antag: antagonists of human EPAC2. Q8WZA2. EPAC2 GEF exchange of Rap1B-BODIPY-GDP, fluorescence. Potency, µM (top dose mostly 114 µM), for the others: at the top dose activity, negative = inhibition, actives largely listed as inhibitors. hit rate 0.18% among 360,000. AID 720708; also: potency is read from the fitted curve at half-maximal effect; % is scaled to controls: 0 for no effect and ±100 for the full control effect; nearly all actives have a fitted effect of over 45% in size; many of its hits are not listed in these tables
DRD3 antagonist: D3 dopamine receptor (human) antagonism | P35462 | hit rate 2.5% among 360,000 | max response, negative = inhibition, % | D3R cells, DiscoveRx beta-arrestin luminescence, antagonist mode; active compounds read low; in the data active = max response below about -50%; inconclusive = no clear call, values can overlap the other calls; also: % is scaled to controls: 0 for no effect and ±100 for the full control effect; mostly tested at two doses, the higher about 12 µM
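Cells plated overnight at 1500 cells/well, then exposed to library compounds with dopamine controls for 90 minutes at 37 degrees C. DiscoveRx reagent added for 30–60 minutes at room temperature; luminescence read, quantitative HTS format.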
* = called active by the depositor; ? = inconclusive; · = not tested or not shown; [ ] = remark or other dose. Unless noted, calls follow the shape of the dose curve; as a rule, active = well fitted curve in the direction sought with a large enough effect; inconclusive = small, poorly fitted or top-dose-only effect, or another doubt; inactive = no such curve, though single readings can be large; an effect the other way counts as inactive or inconclusive.

SMILES	DRD3 agonist	Abeta rescue	EPAC2 agonist	TDP-43 yeast inh	FUS yeast rescue	aSyn yeast inh	EPAC2 antag	DRD3 antagonist
O=C(Nc1ccc2c(c1)C(=O)NC2=O)c1ccc2ncsc2c1	5	9%	5%	-7%	20%	-6%	21%	14
CCOc1ccc(C(=O)NCC(=O)N2CCC(C)CC2)cc1OCC	6	-8%	3%	0%[9.22 µM]	14%	2%	3%	1
COc1ccc(C(C)NC(=O)C2CCN(CCOc3ccc(Cl)cc3Cl)CC2)cc1OC (stereo not given)	-4	-18%	0%	-22%	2%	1%	6%	-92*
COc1cc(C=O)c(Cl)cc1OCC(N)=O	17	-14%	-1%	14%	-10%	-6%	2%	9
Cc1ccccc1CNS(=O)(=O)c1c(C(=O)N2CCCCC2)c(C)n(C)c1C	1	-10%	-2%	-8%	-8%	-1%	5%	9
O=C(O)CCCN1C(=O)c2cccc3cccc(c23)C1=O	4	8%	-6%	3%	-13%	27%	-8%	3
COc1ccc(CCNC(=O)c2ccc(Cn3c(=O)c4ccccc4n(Cc4ccccc4Cl)c3=O)cc2)cc1OC	7	-4%	·	12%	2%	·	·	·
CNC(=O)C1CCN(C(=O)N2CC(C)Oc3ccc(C)cc32)CC1 (stereo not given)	-2	-12%	·	25%	-10%	·	·	·
Cc1c2c(nc3ccccc13)OCC2	7	6%	4%	5%	-17%	5%	12%	50
Cn1nccc1C(=O)N1CCN(c2ccccc2F)CC1	-4	-11%	10%	?	-1%	-5%	-9%	-26
CC1=NN(C(N)=S)C(=O)C1N=Nc1ccccc1C(=O)O (stereo not given)	-3	-16%	0%	4%	-10%	-6%	18%	-15
CN(C)/C=C(\C#N)C(=O)Nc1ccccc1	5	-8%	-1%	21%	-1%	1%	-1%	-5
O=C(NCCc1ccccc1)C(=Cc1ccc(C(=O)O)cc1)C(=O)NCCc1ccccc1	1	12%	10%	0%	-1%	7%	2%	7
COc1ccc(NC(=O)c2ccccc2NC(=O)c2ccccc2)cc1	1	7%	-10%	19%	3%	4%	3%	1
O=C1NC(=O)C(c2ccccc2)(c2ccc(Cl)cc2Cl)N1 (stereo not given)	-4	1%	6%	-19%	0%	3%	?	8
COCCn1c(SCC(=O)Nc2cc(C)on2)nc2ccccc2c1=O	3	2%	2%	14%	-11%	0%	0%	2
Cc1ccc(C)c(NC(=S)N=Nc2c(O)n(C)c3ccc(S(=O)(=O)N4CCOCC4)cc23)c1	1	13%	-2%	0%	36%	-1%	1%	8
O=C(Nc1cccc2cccc(NC(=O)c3ccco3)c12)c1ccco1	-2	3%	8%	-15%	20%	-6%	0%	-7
Cn1nnnc1SCC(=O)N1c2ccccc2CCc2ccccc21	-2	9%	12%	-35%[inhibitor]	?	-1%	-9%	-25
O=C(NC1CCCCC1)c1ccc2c(c1)OCCO2	-12	0%	7%	2%	1%	-4%	3%	-12
COc1ccc(OC)c(NC(=O)C2CCCN(S(=O)(=O)c3cccc4cccnc34)C2)c1 (stereo not given)	6	6%	9%	7%	28%	2%	-9%	17
CCOC(=O)C1CCCN(C(=O)/C=C/c2ccc(OC)cc2)C1 (stereo not given)	-2	0%	2%	15%	-21%	2%	0%	-25
O=C(/C=C/c1ccc2c(c1)OCO2)NCc1ccc(F)cc1	-7	0%	1%	-2%	·	14%	-17%	-13
Cc1cccc(NS(=O)(=O)c2cccc(C(=O)N3CCCCCCC3)c2)c1	-8	-11%	0%	-9%	40%	-5%	-4%	-8
Cc1nc(N)sc1-c1csc(Nc2cccc(O)c2)n1	-4	1%	9%	?	?	-1%	-1%	-19
COC(=O)c1scc(-c2ccccc2)c1S(=O)(=O)Nc1ccc(C)c(Cl)c1	3	-14%	·	?	36%	·	·	·
CC(C)n1cnc2cc(NCc3nc4ccccc4n3C)ccc21	-10	5%	-3%	5%	8%	2%	-8%	-7
Cc1nc2ccccc2nc(C)c1=NO	4	-9%	2%	21%	34%	-8%	16%	9
CCn1cc(C(=O)OCC(=O)Nc2c(C)n(C)n(-c3ccccc3)c2=O)c(=O)c2ccc(C)nc21	-7	-15%	8%	9%	-2%	·	21%	-5
O=C(c1ccc2c(c1)[nH]c(=S)n1c3ccccc3nc21)N1CCN(c2ncccn2)CC1	3	-1%	2%	-9%	39%	-1%	9%	2
O=C(Nc1cccc(C(=O)Nc2ccc(Cl)cn2)c1)c1ccccc1	-2	27%	4%	23%	-9%	3%	-8%	4
Cc1nc2ccccc2n1CCc1nc2c3ccccc3nc(SCC(=O)Nc3ccc(C(C)C)cc3)n2n1	5	-1%	·	4%	-2%	·	·	·
CS(=O)(=O)C1=NSC2=NC(=O)/C(=C\c3cccn3-c3ccccc3Cl)C(=N)N21	1	-16%	-9%	3%	29%	-8%	-19%	-7
Cc1cc(C)c(NC(=O)Cn2c(=O)nc(-c3ccccc3)c3cc(Cl)ccc32)c(C)c1	2	19%	·	19%	-3%	·	·	·
Cc1ccc(C)c(N2CCN(C(=O)CCc3nc(-c4ccc(Br)cc4)no3)CC2)c1	-8	-1%	7%	15%	34%	11%	-23%	4
O=C(NNC(=O)c1ccc(Cl)cc1Cl)c1ccncc1	-6	?	4%	1%	·	0%	-18%	4
COc1ccc(NC(=O)C2(C)CCN2CC2CCCCC2)cc1OC (stereo not given)	-7	-11%	4%	16%	7%	25%	-4%	44
CS(=O)(=O)n1nc(OC(=O)c2cccs2)cc1N	15	11%	5%	28%	-22%	1%	-4%	14
CC1CCN(Cc2c(C(=O)N/N=C/c3ccc(OC(C)C)cc3)nnn2-c2nonc2N)CC1	3	-14%	-11%	-3%	22%	6%	-29%	16
Cc1ccc(S(=O)(=O)N(C)c2ccc(C(=O)NCc3cccnc3)cc2)cc1	-3	-5%	11%	-23%	16%	-5%	4%	-12
CC1(c2ccc(NC(=O)c3ccccc3F)cc2)CC1(Cl)Cl (stereo not given)	-13	-8%	3%	-2%	-26%	-3%	-18%	-10
CCOCCc1nn2c(=O)cc(COC(=O)c3ccco3)nc2s1	2	-20%	·	-5%	-7%	·	·	·
CCOC(=O)c1c(C)[nH]c(CCC(=O)NCc2cccc(OC)c2)c1C	9	4%	·	17%	6%	·	·	·
O=C1CCCC2=C1C(c1ccccc1)n1c(s/c(=C/c3cccc(F)c3)c1=O)=N2 (stereo not given)	-2	-6%	8%	5%	-16%	5%	14%	16
CCCS(=O)(=O)NC(=O)C1(C)CCCN(C(=O)c2cccc(OC(F)(F)F)c2)C1 (stereo not given)	-7	-3%	11%	19%	5%	1%	-3%	?
CCc1nnc(SCc2ccc([N+](=O)[O-])cc2)nc1CC	-13	6%	4%	12%	12%	15%	1%	-13
CCN(CC)CCCC(C)NC1=NCCCCC1 (stereo not given)	-2	18%	1%	-11%	15%	1%	12%	-15
CSCCC(NC(=O)c1ccc([N+](=O)[O-])cc1Cl)C(=O)OCC(=O)NCCCc1ccccc1 (stereo not given)	-10	-12%	3%	-20%	?	-6%	4%	?
CCc1nc(NC(=O)c2sc(C)nc2C)sc1C(=O)OC	0	-4%	16%	28%	9%	-12%	1%	4
COc1cccc(NC(=O)CN2C(=O)CSc3ccc(S(=O)(=O)N4CCCC4)cc32)c1	-25	-3%	·	-11%	?	·	·	·
Cc1ccc(C(=O)OCC(=O)N2CCNC2=O)c(C)c1	5	2%	4%	-17%	6%	-2%	-9%	8
O=c1[nH]nc(Cc2ccc3ccccc3n2)c2ccccc12	1	21%	-9%	-4%	10%	6%	0%	0
O=C(NCc1ccccc1CN1CCCC1)c1cc2cc(Cl)ccc2o1	-5	1%	9%	7%	13%	2%[1.84 µM]	-15%	6
COCCCN1C(=O)C(CC(=O)NCCN2CCOCC2)CC(C(=O)N2CCOCC2)=C1C (stereo not given)	-6	-17%	16%	-1%	-14%	-6%	-3%	-6
Cc1ccc2c(c1)NC(=O)C(CC(=O)NCCCN1CCc3ccccc3C1)O2 (stereo not given)	-13	-8%	5%	-2%	0%	4%	2%	?
O=c1oc2c(CN3CCOCC3)c(O)c(Cl)cc2c2c1CCCC2	-10	3%	6%	4%	10%	2%	5%	0
Cc1ccccc1OCCN1CCCC1	-13	-9%	13%	0%	-22%	-4%	7%	?
Cc1cccc(Cn2c(=O)n3nc(-c4ccccc4)nc3c3ccccc32)c1	3	15%	·	?	4%	·	·	·
COCCNC(=O)/C(C#N)=C/c1ccc(O)cc1	-1	-47%[inhibitor]	-1%	-27%	-8%	-37%[inhibitor]	-3%	-10
CCOc1ccc(NC(=O)[C@@H](NC(=O)c2ccccc2)[C@@H](C)CC)cc1	6	12%	0%	9%	1%	-6%	10%	14

Of the compounds above, these have a furan ring, fused or not.
SMILES	DRD3 agonist	Abeta rescue	EPAC2 agonist	TDP-43 yeast inh	FUS yeast rescue	aSyn yeast inh	EPAC2 antag	DRD3 antagonist
O=C(Nc1cccc2cccc(NC(=O)c3ccco3)c12)c1ccco1	-2	3%	8%	-15%	20%	-6%	0%	-7
CCOCCc1nn2c(=O)cc(COC(=O)c3ccco3)nc2s1	2	-20%	·	-5%	-7%	·	·	·
O=C(NCc1ccccc1CN1CCCC1)c1cc2cc(Cl)ccc2o1	-5	1%	9%	7%	13%	2%[1.84 µM]	-15%	6

(further entries)
SMILES	DRD3 agonist	Abeta rescue	EPAC2 agonist	TDP-43 yeast inh	FUS yeast rescue	aSyn yeast inh	EPAC2 antag	DRD3 antagonist
CCN(CC)c1ccc(NC(=O)CN2CCN(c3ccccn3)CC2)cc1	3	12%	5%	4%	-2%	0%	2%	6
Cc1cccc2sc(NC(=O)CN3C(=O)c4ccccc4C3=O)nc12	-8	-7%	-3%	-21%	26%	-5%	-1%	-17
O=C(CCn1c(=O)c2cccn2c2cccnc21)Nc1ccccc1Br	6	-10%	·	18%	-20%	·	·	·
COc1cc(/C=N/NC(=O)c2cccnc2)ccc1OCC(=O)Nc1ccccc1Cl	11	14%	0%	1%	9%	1%	17%	27
O=C(NNC(=O)c1ccccc1F)c1ccc(S(=O)(=O)N2CCCC2)cc1	-1	4%	-4%	0%	5%	4%	2%	3
CC(C)C(=O)Nc1cccc(S(=O)(=O)c2cccc(NC(=O)C(C)C)c2)c1	-1	?	-3%	-7%	4%	1%	?	-22
CCc1nc2ccc(C(=O)N3CCN(C(=O)c4ccco4)CC3)cn2c1N(CC)Cc1cccc(Br)c1	2	-14%	-1%	2%	0%	9%	-21%	24
COc1ccc2nc(N3C(=O)/C(=C/c4ccccc4)NC3=S)sc2c1	6	-16%	-16%	16%	2%	6%	4%	7

An excerpt. The share of hits here may be higher or lower than overall.
